Screens (PubChem BioAssay)
TDP1 cell CPT: growth inhibition of DT40 Tdp1-/-;hTDP1 cells with camptothecin (screen for TDP1 inhibitors); Potency, µM (top dose mostly 46.2 µM), without a hit: at the top dose activity change, negative = growth inhibition, usual class: inhibitors; actives 12% (n = 420,000); chicken DT40 Tdp1-/-;hTDP1 cells + 20 nM CPT, ATP luminescence, 48 h; further: nearly all actives have a fitted effect of over 55% in size
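Chicken DT40 Tdp1-/- cells stably complemented with human TDP1 were seeded at 400 cells/well in medium containing 20 nM camptothecin, exposed to pin-transferred compounds, and grown at 37 °C for at least 48 hr. Viability was read as ATP luminescence.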
DT40 TDP1 no CPT: qHTS for Inhibitors of human tyrosyl-DNA phosphodiesterase 1 (TDP1): qHTS in cells in absence of CPT. DT40 Tdp1-/- hTDP1 cells, no CPT, ATP luminescence, 48 h. Potency, µM (doses to about 46.2 µM), inactives show at the top dose activity change, negative = growth inhibition, hits mostly inhibitors. actives 15% (n = 420,000). AID 686978, 2013; further: nearly all actives have a fitted effect of over 55% in size
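No-CPT arm: Tdp1-/-;hTDP1 DT40 cells (400/well) plus compounds, incubated ≥48 hr at 37 °C. Readout CellTiter-Glo luminescence.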
GCN5L2 inh: GCN5L2 (KAT2A) acetyltransferase inhibition; Q92830; GCN5L2 HAT assay, ThioGlo1 CoA-SH fluorescence; Potency, µM (series often up to 58.9 µM), for the others: at the top dose activity change, negative = inhibition, usual class: inhibitors; actives 0.21% (n = 390,000)
Target sequence (Q92830 whole entry, looked up): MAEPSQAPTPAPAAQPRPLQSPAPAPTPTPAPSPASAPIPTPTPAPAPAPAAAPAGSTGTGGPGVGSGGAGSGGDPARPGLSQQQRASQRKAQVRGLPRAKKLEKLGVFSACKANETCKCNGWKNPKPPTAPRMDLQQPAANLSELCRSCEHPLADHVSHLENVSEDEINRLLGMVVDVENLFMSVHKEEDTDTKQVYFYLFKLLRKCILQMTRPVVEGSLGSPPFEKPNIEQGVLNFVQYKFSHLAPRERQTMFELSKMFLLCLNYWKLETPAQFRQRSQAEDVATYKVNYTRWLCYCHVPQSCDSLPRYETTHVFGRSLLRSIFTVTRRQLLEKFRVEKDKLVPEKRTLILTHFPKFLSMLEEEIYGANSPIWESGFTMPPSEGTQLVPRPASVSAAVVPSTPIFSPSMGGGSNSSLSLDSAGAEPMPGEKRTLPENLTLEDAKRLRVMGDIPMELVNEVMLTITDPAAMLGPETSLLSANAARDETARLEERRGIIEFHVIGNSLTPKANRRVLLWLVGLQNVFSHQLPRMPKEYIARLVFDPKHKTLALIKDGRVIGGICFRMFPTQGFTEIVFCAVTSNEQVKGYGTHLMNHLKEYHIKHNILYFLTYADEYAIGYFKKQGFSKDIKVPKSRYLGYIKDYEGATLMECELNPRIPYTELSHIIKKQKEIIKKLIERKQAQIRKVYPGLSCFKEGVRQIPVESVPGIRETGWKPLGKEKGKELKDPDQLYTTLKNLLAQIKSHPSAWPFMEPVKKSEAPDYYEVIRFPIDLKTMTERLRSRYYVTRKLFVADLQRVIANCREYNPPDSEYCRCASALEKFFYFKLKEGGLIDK
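Free CoA generated was detected with ThioGlo1 (50uM) fluorescence at Ex340nm/Em540nm, read immediately and after 20 min at room temperature. Enzyme, 20 nM in HEPES pH 7.5 buffer, saw compounds 15 min before adding 75uM H3(1-25) peptide and 70uM acetyl-CoA.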
Numbers without * were called inactive; ? = inconclusive; nt = not tested or not shown; & = joins results of further samples; [ ] = remark or other dose. The call rests on the fitted dose curve; in most records, active means well fitted curve in the direction sought with a large enough effect; inconclusive means small, poorly fitted or top-dose-only effect, or another doubt; inactive means no such curve, though single readings can be large; an effect the other way counts as inactive or inconclusive. On the % scale 0 is the no-effect control and ±100 the full control effect; potency means the concentration at half of the fitted maximal effect.

SMILES | TDP1 cell CPT | DT40 TDP1 no CPT | GCN5L2 inh
COc1cccc(NC(=O)CSc2nnc3ccc(-c4ccncc4)nn23)c1 | -18% | ? | 1%
Fc1ccccc1-n1ncc2c1ncn1nc(COc3ccc(Cl)cc3)nc21 | ? | -27% | 0%
CCOC(=O)c1c(S(=O)(=O)N2CCC(C(=O)Nc3ccc(C)cn3)CC2)c(C)n(C)c1C | -4% | 11% | -2%
Cc1ccc(C(=O)N2CCCC(C(=O)c3ccc(Oc4ccccc4)cc3)C2)cn1 (configuration not stated) | 21µM* | 16µM* | 1%
CC(=O)c1ccc2c3c(cc(C)c2c1)CCCC3 | 22% | -17% | nt
COC(=O)c1ccc(OC(=O)C2CC(=O)N(c3ccc(C)cc3C)C2)cc1 (configuration not stated) | -27% | -20% | 5%
Nc1nonc1-n1nnc(C(=O)N/N=C/c2c[nH]c3ccccc23)c1-c1ccccc1 | ? | -12% | -27%
CCOC(=O)C1C(=O)NC(N2CCOCC2)=NC1C(C)C (configuration not stated) | 1% | -14% | -4%
COc1ccc(CNC(=O)CSc2n[nH]c(-c3ccc(OC)cc3)n2)cc1 | 9.2µM* | 13µM* | -7%
Cc1ccc(NC(=O)c2c(Cl)nc3ccccn23)cc1 | 13% | -12% | -3%
O=C(NCCC1CCCCN1S(=O)(=O)c1cccs1)C(=O)Nc1ccc(F)cc1F (configuration not stated) | 2.9µM* | 2.6µM* | -6%
Cc1csc(=O)n1CC(=O)OCC(=O)Nc1cc(Cl)ccc1[N+](=O)[O-] | -3% | -25% | -19%
CCOc1cc(C(=O)O)cc(Cl)c1OC | 12% | 4% | -3%
CC(=Nc1ccccc1C)C1=C(O)CSC1=O | 0% | -2% | 1%
Cc1ccc(-c2cnc(C(O)c3cccc(Cl)c3)[nH]2)cc1 (configuration not stated) | -77% | ? | nt
CCCN(C(=O)c1c(CC)noc1C)c1c(N)n(Cc2ccccc2)c(=O)[nH]c1=O | 10% | 3% | 2%
CC(=O)c1csc(COc2ccccc2)n1 | 21% | ? | 1%
CCOCCCNC(=O)c1c(NC(=O)c2nc(SCC)ncc2Cl)sc2c1CCCC2 | ? | 10µM* | nt
CCOC(=O)c1cnn(-c2cccc(Cl)c2)c1C1CCN(C(=O)OC(C)(C)C)CC1 | 23µM* | ? | -9%
CC(=O)c1ccc(NC(=O)N2C3CCC2CC(O)(c2cccnc2)C3)cc1 (configuration not stated) | 14% | -8% | -2%
CCCn1cnc2c(=O)oc3ccccc3c21 | -9% | -14% | -1%
COc1ccccc1C(C[N+](=O)[O-])c1c(N)n(C)c(=O)n(C)c1=O (configuration not stated) | 3.7µM* | 2.3µM* | -6%
Cc1ccc(C(=O)NC2CC3CCC(C2)N3C)cc1 (configuration not stated) | -3% | -16% | -2%
CC(=O)c1ccc(N2CCN(C(=O)C3CCCN(S(=O)(=O)c4ccc(Br)s4)C3)CC2)cc1 (configuration not stated) | 15µM* | 9.2µM* | -7%
CC(C)CCC(O)(CCC(C)C)C(=O)NNc1ccccc1 | -25% | -3% | 2%
Cc1cnnc2c1-c1nonc1CC2 | -7% | -4% | 1%
N#Cc1cc(-c2ccccc2)[nH]c1-c1nccc2ccccc12 | ? | ? | -6%
O=C(Nc1ccc(S(=O)(=O)Nc2ncccn2)cc1)c1cccc(Br)c1 | 2% | -1% | 4%
O=C(Cc1ccc(-c2ccccc2)cc1)NC(c1ccccc1)c1ccccc1 | ? | ? | 44%[activator]
Cc1cc(C)c(S(=O)(=O)N(CC(=O)O)C2CCCCC2)c(C)c1 | -1% | -10% | -3%
Cc1ccc(S(=O)(=O)N(C)c2ccc(OC(=O)c3ccc(N4CCCC4=O)cc3)cc2)cc1 | -24% | -11% | -3%
Cc1ccc(-c2[nH]c3ccccc3c2SCCNC(=O)c2ccc(S(=O)(=O)N(C)C)cc2)cc1 | 5.8µM* | 5.8µM* | -8%
S=C(NCC(c1ccco1)N1CCCC1)Nc1ccccc1 (configuration not stated) | -27% | -18% | -3%
O=C(NC1CCN(Cc2ccccc2)CC1)c1cc(S(=O)(=O)N2CCOCC2)ccc1Cl | ? | -26% | nt
C/C(CC(=O)Nc1ccc(C)c(Cl)c1)=N\NC(=O)Cc1cnc(N)s1 | -8% | -12% | -3%
Cc1ccc(C(=O)c2cn(Cc3ccccc3)c3ccccc3c2=O)cc1 | 23µM* | 21µM* | -3%
O=C(CC(=O)N/N=C/c1c(F)cccc1Cl)NCCc1ccccc1 | 6% | -6% | 3%
Cc1ccc(NC(=O)COC(=O)CN2C(=O)C3CCCCC3C2=O)cc1S(=O)(=O)N1CCOCC1 (configuration not stated) | 3% | 1% | -3%
C=CCn1c(SCC(=O)c2cccs2)nc2sc(C)cc2c1=O | ? | 21µM* | -10%
COc1ccc(OC)c(N(CC(=O)NCc2ccccc2)S(=O)(=O)c2ccccc2)c1 | 12µM* | ? | -6%
COc1ccccc1C(=O)OCC(=O)NC(C)CCc1ccccc1 (configuration not stated) | 8% | -9% | 10%
Cc1nc2ccccc2nc1Nc1cccc(Cl)c1 | ? | ? | 1%
COCCNC(=O)c1cnn2c(C(F)F)cc(-c3ccccc3)nc12 | ? | 21µM* | -3%
CCC1CCCCN1C(=O)COC(=O)COc1ccc(Br)cc1 (configuration not stated) | -10% | 10% | -8%
Cc1cccc(C2CN(C)CCc3c2cc(O)c(O)c3Cl)c1 (configuration not stated) | ? | ? | 2%&-2%
CNC(=O)C[C@H]1C(=O)N(C2CCCCC2)C[C@@H]1c1ccc(Br)cc1 | 1% | -1% | nt
Cc1cc(C)c2cc(C(=O)N3CCC(Cc4ccccc4)CC3)[nH]c2c1 | ? | ? | -5%
Cc1ccc(C(=O)COC(=O)c2cccc(NC(=O)c3ccc(Br)cc3)c2)cc1 | -15% | -27% | -5%
O=C(NCc1ccc(F)cc1)C(=O)NCC(c1ccco1)N1CCOCC1 (configuration not stated) | -8% | 29% | -6%
CCOc1ccc(C(C)=O)cc1CN1C(=O)NC2(CCCCCC2)C1=O | 3% | -22% | ?
COc1ccccc1-c1nnc(NC(=O)OCC(C)C)s1 | 13% | -3% | -5%
Cc1cc(N2CCN(C)CC2)nc2ccc(NC(=O)c3ccc4c(c3)OCO4)cc12 | -28% | -18% | -12%
Cc1ccc(N(CC(O)CN2CCCC2)S(=O)(=O)c2ccc(C)cc2)cc1 (configuration not stated) | -9% | -12% | 36%[activator]
COc1ccc(-n2c(SCC(N)=O)nnc2-c2ccccc2F)cc1 | -17% | -2% | -5%
CN1CCN(c2ncc3nc(-c4ccccc4)c(=O)n(Cc4ccc(F)cc4)c3n2)CC1 | -12% | -30% | -21%
CSc1ccccc1-n1nnnc1SCC(=O)Nc1ccccc1C | -17% | -29% | -9%
COc1ccc(NC(=O)Nc2cccc(C)n2)cc1 | -5% | -12% | 2%
FC(F)(F)c1nnc2ccc(N3CCCCC3)nn12 | 10% | -23% | nt
CCN(CC)S(=O)(=O)c1ccc(C(O)=C(C#N)c2nc3ccccc3n2C)cc1 | 16µM* | 13µM* | nt
CCCc1nc(C)cc(N2CCN(c3ccccc3)CC2)n1 | 29µM* | 21µM* | -2%

(cont.)
SMILES | TDP1 cell CPT | DT40 TDP1 no CPT | GCN5L2 inh
Oc1ccc(Br)cc1/C=N/n1c(-c2ccccc2)n[nH]c1=S | -3% | -28% | -20%
O=C(Cn1cnc2ccccc2c1=O)NCc1cccs1 | 15% | -6% | -4%
Cc1cc(C)c(OC2(c3ccccc3)OC(=O)c3ccccc32)c(C)c1 (configuration not stated) | ? | ? | -12%
COc1ccc(CCNC(=O)c2cccc(Br)c2)cc1OC | ? | -25% | -3%
CC(C)CC(=O)[C@@H](O)Cc1ccc(O)cc1 | -3% | -22% | nt
COc1c(Cl)cc(Cl)cc1/C=N/NC(=O)c1nnn(-c2nonc2N)c1CN1CCC(C)CC1 | 15µM* | ? | -2%
Cc1ccccc1NC(=O)Nc1cnccn1 | 17% | -1% | -24%
O=C(Cc1ccsc1)NCC(=O)Nc1ccc(F)c(F)c1 | 3% | 18% | -2%
CCOc1ccc(C(=O)NCCc2csc(-c3cccc(F)c3)n2)cc1OCC | ? | ? | 2%
COc1cccc(-n2cc(CN(C)Cc3nc(Cc4cccc(F)c4)no3)cn2)c1 | ? | -29% | ?
COc1cccc(-c2csc(N3CCN(CC(=O)Nc4ccc5c(c4)OCO5)CC3)n2)c1 | ? | ? | -12%
O=C(C1CC(=O)N(c2ccccc2)C1)N1CCCCCC1 (configuration not stated) | -6% | 8% | -15%
O=C(c1cccc(N2C(=O)C3CC=CCC3C2=O)c1)N1CCCc2ccccc21 (configuration not stated) | ? | 1.5µM* | -3%
COc1ccc(C2c3ccc4ccccc4c3Oc3ncn(CCN4CCOCC4)c(=N)c32)cc1OC (configuration not stated) | 18µM* | 15µM* | 3%
COC(=O)c1c(NS(=O)(=O)c2ccccc2)csc1C | 7% | ? | -2%
Cc1cc(C)nc(N(C#N)CC(=O)Nc2ccccc2)n1 | 3% | -24% | -3%
O=[N+]([O-])c1cc(C(F)(F)F)ccc1NCC1CCCO1 (configuration not stated) | ? | ? | 3%
COc1ccc(OC)c(NC(=O)COC(=O)c2ccc(OC)c(S(=O)(=O)N3CCCC3)c2)c1 | ? | ? | -9%
CC(=O)N1CCN(C(=S)NCc2ccccc2)CC1 | -5% | -1% | 1%
Cc1ccc(C2=NCCn3nc4cc(C(F)(F)F)ccc4c32)cc1 | -11% | ? | -9%
O=C(CSc1nc(-c2ccc(F)cc2)[nH]c1-c1ccccc1)Nc1ccccc1 | 18µM* | 12µM* | -3%
Cc1ccc(N(C)S(=O)(=O)c2cccc(C(=O)OCC(=O)N(C)Cc3ccccc3)c2)cc1 | ? | ? | nt
Cc1ccc(C(C(=O)NC2CCCCC2)N(Cc2ccco2)C(=O)Cn2cnc3ccccc32)cc1 (configuration not stated) | 18µM* | ? | -5%
CCN(CC(=O)Nc1c(F)cccc1F)C(=O)c1ccc(-c2ccccc2)cc1 | ? | ? | -2%
O=[N+]([O-])c1cccc(-c2nnc(-c3ccc4c(c3)OCO4)o2)c1 | 4% | ? | -5%
COc1cccc(C(=O)Nc2cccc(OCC(=O)O)c2)c1 | -29% | -12% | -4%[0.501 µM]
O=C(CSc1nnnn1-c1ccccc1)Nc1ncc(Cc2cc(Cl)ccc2Cl)s1 | ? | -15% | -1%
O=C(NC1CCCCCC1)C1Cc2ccccc2CN1C(=O)c1ccco1 (configuration not stated) | 1% | ? | -28%
CCC(=O)N1N=C2CC(C)(C)OCC2C1c1ccccc1 (configuration not stated) | 21% | -14% | -12%
CN1CCN(c2nc(-c3ccccn3)nc3ccccc23)CC1 | ? | ? | -5%
Cn1cc(C[C@H](NC(=O)OC(C)(C)C)C(=O)N[C@@H](CO)Cc2ccccc2)c2ccccc21 | 18µM* | ? | nt
CC1(C)CC[C@]2(C(=O)O)CC[C@]3(C)C(=CCC4[C@@]5(C)CC[C@H](O)C(C)(C)C5[C@H](O)C[C@]43C)[C@@H]2C1 (some centres not stated) | ? | ? | nt
COc1cccc(Cn2c(=O)c(C)nc3cnc(N4CCN(C)CC4)nc32)c1 | ? | ? | -9%
